eIF4E 4G PPI: blocks eIF4E binding to eIF4G. AID 782. inhibition, % at 21.7 µM. 0.37% of 220,000 active. TR-FRET eIF4E-eIF4GI(517-606) binding, 2 h. P63073+Q04637;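 also: 0% = full FRET control wells and 100% = background wells lacking eIF4GI fragment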
thrombin 1536: blocks human thrombin protease activity. P00734. alpha-thrombin, Boc-VPR-AMC fluorogenic substrate cleavage. inhibition, % at 5 µM. 0.26% of 220,000 active. AID 1046;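 active = inhibition at or above 40%; inactive = inhibition below 40%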;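 also: 0% = enzyme with no compound and 100% = wells without enzyme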
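signal = AMC fluorescence, 355/460 nm | material = human alpha-thrombin enzyme | control set = enzyme without compound as high, wells lacking enzyme as low | times = reaction at room temperature | read-out basis = percent inhibition scaled between no-compound controls and no-enzyme blanks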
KLK5 inh: inhibitors of human kallikrein 5 | inhibition, % at 5 µM | recombinant hK5, fluorogenic AMC substrate cleavage | Q9Y337 | 0.59% of 210,000 active;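 active = inhibition of 40% or more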;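 also: 0% = enzyme controls without compound and 100% = no-enzyme blanks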
Target sequence (Q9Y337 67-293 limits assumed): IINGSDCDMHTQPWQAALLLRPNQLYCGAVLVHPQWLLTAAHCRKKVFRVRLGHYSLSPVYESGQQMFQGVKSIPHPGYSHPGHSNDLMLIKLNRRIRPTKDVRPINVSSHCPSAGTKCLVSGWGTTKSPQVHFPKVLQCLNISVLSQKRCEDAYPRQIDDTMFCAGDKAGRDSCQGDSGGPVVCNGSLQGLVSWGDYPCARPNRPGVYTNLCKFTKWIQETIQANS
Rad51 HR inh: Rad51 (human) homologous recombination inhibition; 0.085% of 200,000 active; inhibition, % at 10 µM; hRad51 DNA strand exchange, fluorescence dequenching;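 active = inhibition above 40% at the single screening dose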;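 also: 0% = DMSO control wells and 100% = blanks with heterologous ssDNA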
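Assay system: Human Rad51 nucleoprotein filaments preassembled on unlabelled ssDNA | Reagent: Donor/quencher-labelled 47-bp dsDNA substrate | Doses: One concentration, 10 µM final | Times: 37 °C 15-min filament assembly, 30-min compound preincubation, 15-min exchange | Technique: Fluorescein emission 520 nm, excitation 485 nm | Benchmarks: Plate control and blank wells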
EBV gp42 inh: EBV gp42 inhibition; inhibition, % (tested at 21.74 µM); 0.42% of 220,000 active; AID 1085; Q1HVG2; Fluorescence polarization binding assay, mP read-out; in the data active = inhibition above about 50%
Target sequence (Q1HVG2 whole entry, looked up): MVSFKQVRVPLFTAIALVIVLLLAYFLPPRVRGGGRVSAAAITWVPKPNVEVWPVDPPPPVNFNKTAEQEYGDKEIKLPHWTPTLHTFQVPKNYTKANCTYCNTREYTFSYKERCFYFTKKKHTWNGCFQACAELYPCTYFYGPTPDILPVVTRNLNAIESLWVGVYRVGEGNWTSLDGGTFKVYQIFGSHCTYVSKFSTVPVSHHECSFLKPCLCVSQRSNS
14-3-3 Bad PPI: disrupts binding of bovine 14-3-3 zeta to phospho-Bad peptide. P63103. TR-FRET 14-3-3zeta/Dy647-pBad peptide displacement, 1 h. inhibition, % at 21.7 µM. 0.71% of 220,000 active;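 active = inhibition above about 70%, limit read from the data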;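 also: 0% = full 14-3-3 plus peptide FRET controls and 100% = background without 14-3-3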
Target sequence (P63103 whole entry, looked up): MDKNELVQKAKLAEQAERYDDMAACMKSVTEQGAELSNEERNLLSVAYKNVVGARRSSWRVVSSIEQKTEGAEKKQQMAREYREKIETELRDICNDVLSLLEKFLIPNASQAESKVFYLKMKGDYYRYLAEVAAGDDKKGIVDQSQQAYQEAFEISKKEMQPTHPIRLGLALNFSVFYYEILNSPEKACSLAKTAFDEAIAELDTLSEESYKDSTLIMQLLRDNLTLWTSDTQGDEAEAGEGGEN
p47phox inh: blocks human p47phox regulatory protein of NADPH oxidases | AID 1274 | P14598 | inhibition, % at 24.7 µM | 0.53% of 220,000 active | p47phox/p22phox peptide binding, fluorescence polarization, 2 h;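 also: 0% = p47phox with labelled peptide and 100% = labelled peptide alone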
Target sequence (P14598 whole entry, looked up): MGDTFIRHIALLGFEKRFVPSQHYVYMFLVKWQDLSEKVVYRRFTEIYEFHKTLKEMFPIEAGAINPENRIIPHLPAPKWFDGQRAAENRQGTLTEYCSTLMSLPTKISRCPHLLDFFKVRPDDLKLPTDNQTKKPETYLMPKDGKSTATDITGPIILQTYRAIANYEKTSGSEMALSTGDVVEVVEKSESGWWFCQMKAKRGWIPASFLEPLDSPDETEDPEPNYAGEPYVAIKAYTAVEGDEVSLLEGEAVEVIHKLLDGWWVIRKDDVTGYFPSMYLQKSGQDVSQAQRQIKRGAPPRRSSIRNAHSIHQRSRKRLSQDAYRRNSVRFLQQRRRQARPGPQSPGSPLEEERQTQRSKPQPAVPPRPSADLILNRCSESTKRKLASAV
Cl transport mod: modulates chloride dependent transport by human KCC2. 2.2% of 190,000 active. KCC2 cells, thallium flux FluoZin-2 fluorescence. AID 1456. B-score of Tl+ flux slope (higher = more flux/activation; lower = inhibition) at 10 µM. Q9H2X9;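 active = thallium flux slope and its plate-corrected score both differing from the plate sample mean at a set confidence after two filtering rounds, in either direction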;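 also: slope of fluorescence scaled to starting intensity during 10 to 20 s after thallium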
Furin inhibitor: inhibitors of human furin; P09958; purified furin, fluorogenic substrate cleavage; inhibition, % at 30 µM; 0.061% of 220,000 active; in the data active = inhibition above about 25%; also: inactives centre near -15
Active calls of the source: *; . = no result given; [ ] = another dose, or the depositor's remark.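 The calls were made as follows, unless noted: active = inhibition above about 30% (limit read from the data); inactive = the rest.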 The order is random; about 4.7% have a hit in one of these screens.

SMILES	eIF4E 4G PPI	thrombin 1536	KLK5 inh	Rad51 HR inh	EBV gp42 inh	14-3-3 Bad PPI	p47phox inh	Cl transport mod	Furin inhibitor
C=CCN1C(=O)N/C(=C/c2ccccc2OCC(=O)Nc2ccc(F)cc2)C1=O	-3	0	-11	6	-19	8	-55	0.66	-27
CCC(=O)Nc1c2c(nn1-c1ccc(C)cc1C)CSC2	0	5	-3	-3	-13	2[fluorescence artefact?]	-14	-0.51	-32
COc1cccc(NC(=O)c2oc3ccccc3c2NC(=O)C2CC2)c1	3	4	2	9	-15	3	-16	.	-29
CCc1cccc2c1NC(=O)C2(O)CC(=O)c1cccs1 (stereo unspecified)	1	-3	-6	6	6	-5	0	-0.0042	-24
CSc1ccccc1NC(=O)c1ccc(Br)o1	4	-4	-11	-1	-11	-8	-9	-0.0059	-15[20 µM]
CCN(Cc1ccccc1)Cc1c(F)cccc1F	-1	-7	-20	5	-24	43[fluorescence artefact?]	-10	.	-14
COC(=O)c1ccc(NC(=O)CSc2nnc(COc3ccccc3)n2C)cc1	3[fluorescence artefact?]	-4	-32	-2	-4	-4	0	.	-5[20 µM]
O=c1c2c3c(sc2n2cnnc2n1CCc1ccccc1)CCCC3	2	-4	-26	10	14	1	-24	.	-19[20 µM]
COCC(C)NC(=O)NC1(C(F)(F)F)Oc2ccc(Cl)cc2O1 (stereo unspecified)	-3	-3	2	-1	-29	1	3	.	-34
Cc1ccccc1C(=O)N/N=C/c1ccc([N+](=O)[O-])s1	-1	-1	-4	9	-14	6	-12	5.2*	0[20 µM]
Cc1cc2ncn(C(=O)c3cc(-c4ccccc4)nc4ccccc34)c2cc1C	0	-10	-4	1	3	-9[fluorescence artefact?]	-1	0.59	-6
O=c1cc(CO)oc(C(Nc2ccccn2)c2cccc(F)c2)c1O (stereo unspecified)	0[fluorescence artefact?]	2	2	-5	-17	8	11	.	-35
CC(=O)N1CCc2cc(S(=O)(=O)NCCC(=O)N3CCc4ccccc4C3)ccc21	-1[fluorescence artefact?]	-5	-12	9	-10	4	-1	-0.019	-22
O=C(Nc1ccc2c(c1)OCO2)C1CCN(C(=O)c2cccs2)CC1	5	4	-23	9	-14	7	-6	0.41	-25
CCOc1cccc(C(=O)Nc2nccs2)c1	1	5	-6	5	-11	0	2	-0.12	-15[20 µM]
CCCOc1ccc(C2c3c(oc4ccccc4c3=O)C(=O)N2CCCN2CCOCC2)cc1 (stereo unspecified)	15	2	-29	5	-17	-5	-3	.	-4
CCCCCn1c(SCC(=O)CC(=O)OCC)nc2cc(C(=O)N3CCC(C(N)=O)CC3)ccc2c1=O	-2	-8	0	6	-18	-14	-12	-0.89	-22
O=S(=O)(Cc1ccccc1)C1CCCCC1O (stereo unspecified)	19	4	1	30	-5	2	-2	-0.45	-30
Cc1occc1C(=O)NNC(=O)c1cccc(F)c1	-2	-1	0	2	4	-4	6	-0.83	-10
O=C(CNCCO)N1N=C(c2cccs2)CC1c1cccs1 (stereo unspecified)	0	-4	-2	-5	-14	-15	-1	0.24	-17

Structural class, those above containing a furan ring, fused or not (three)
SMILES	eIF4E 4G PPI	thrombin 1536	KLK5 inh	Rad51 HR inh	EBV gp42 inh	14-3-3 Bad PPI	p47phox inh	Cl transport mod	Furin inhibitor
COc1cccc(NC(=O)c2oc3ccccc3c2NC(=O)C2CC2)c1	3	4	2	9	-15	3	-16	.	-29
CSc1ccccc1NC(=O)c1ccc(Br)o1	4	-4	-11	-1	-11	-8	-9	-0.0059	-15[20 µM]
Cc1occc1C(=O)NNC(=O)c1cccc(F)c1	-2	-1	0	2	4	-4	6	-0.83	-10

Printed as active in Cl transport mod, among the entries above:
SMILES	eIF4E 4G PPI	thrombin 1536	KLK5 inh	Rad51 HR inh	EBV gp42 inh	14-3-3 Bad PPI	p47phox inh	Cl transport mod	Furin inhibitor
Cc1ccccc1C(=O)N/N=C/c1ccc([N+](=O)[O-])s1	-1	-1	-4	9	-14	6	-12	5.2*	0[20 µM]

(more compounds)
SMILES	eIF4E 4G PPI	thrombin 1536	KLK5 inh	Rad51 HR inh	EBV gp42 inh	14-3-3 Bad PPI	p47phox inh	Cl transport mod	Furin inhibitor
COc1ccccc1OCc1ccc(C(=O)n2nc(C)c(Cl)c2C)o1	11	-5	-9	-7	-10	10	3	-0.81	-34[20 µM]
COc1ccc(C(=O)Nc2ccc3c(c2)nc2n3CCSC2)cc1	-2	1	-14	-3	-23	-2	-13	-3.4	-18
Cc1ccc(C(C(=O)NCc2ccc(F)cc2)N(CCCO)C(=O)C2COc3ccccc3O2)o1 (stereo unspecified)	-2	6	-7	12	3	-18	-57	-1	-21
CCC(=Nc1ccc(Cc2ccncc2)cc1)c1c(O)n(C)c(=O)n(C)c1=O	2	0	-4	3	-9	-3	-3	-3.2*	-16
Cn1c(SCn2nnc3ccccc3c2=O)nc2ccccc2c1=O	-5	-12	12	-68	6	0	6	1	-20
CN(C)C(=O)c1cccn1-c1ncc(C(F)(F)F)cc1Cl	2	-15	-11	8	-2	-15	-12	1.3	-12
O=C(O)CC(C(=O)O)N1C(=O)/C(=C/c2ccc(-c3nc4ccccc4s3)o2)SC1=S (stereo unspecified)	5[fluorescence artefact?]	4	-8	.	-5	13[fluorescence artefact?]	-34	.	9[20 µM]
COc1ccc(OC)c(C2=NOC(C(=O)Nc3cc(C)nn3-c3ccccc3)C2)c1 (stereo unspecified)	1	-2	-9	3	-7	6	-5	0.097	-15
O=C(COC(=O)c1cccc([N+](=O)[O-])c1)NCc1ccc2c(c1)OCO2	-5	-3	-2	-6	-19	-8	-5	-0.1	-19
C/C(CC(=O)N1CCN(C=O)CC1)=N\NC(=O)c1ccc(Br)cc1	-4	.	1	-2	8	-7	1	1.3	-3
O=C(CSc1nnc2c(n1)[nH]c1ccccc12)Nc1ccc(S(=O)(=O)Nc2ncccn2)cc1	-3	-12	-1	-12	-3	-6	-15	0.11	-9
Nc1ccc(Sc2cc(Cl)nc(N)n2)cc1	2	5	4	5	-10	45	-1	.	-9[20 µM]
Cc1cccc(C)c1NC(=O)C(c1ccccc1)N1CCOCC1 (stereo unspecified)	1	0	-6	-1	4	-3[fluorescence artefact?]	10	0.054	-25[20 µM]
CCN=C1S/C(=C\c2ccc(-c3cccc(C(=O)O)c3)o2)C(=O)N1CC	3	-9	2	16	-2	-9	-14	-0.17	-17
CCc1ccc2[nH]c(=O)c(CN(CCN(CC)CC)C(=O)NC3CCCCC3)cc2c1	3	1	11	3	-25	-1	-12	.	.
Cc1cc(NC(=O)NN2CCOCC2)nn1-c1c(Cl)cccc1Cl	-4	4	0	-7	-14	1	-2	1.4	-23
O=C(Nc1ccc2c(c1)OCO2)C(c1ccccc1)N1CCCCC1 (stereo unspecified)	-1	1	-1	-9	-13	8	-2	-1.3	-14
O=C1Nc2ccccc2N=C(c2ccccc2)C1N1CCOCC1 (stereo unspecified)	-1[fluorescence artefact?]	3	-6	-1	-7	-2	3	-0.36	-9
COc1ccccc1CNS(=O)(=O)N(C)C	1	3	-17	5	1	-6	-18	0.86	-19
O=C(C[n+]1ccc(Cc2ccccc2)cc1)Nc1ccccc1	2	3	2	6	-3	-12	-2	0.82	-11
Cc1nnc2ccc(N3CCCC3)nn12	1	1	-9	0	-21	8	-12	0.71	-25[20 µM]
CCCn1nc(-c2ccccc2)c2nc3ccccc3nc21	0[fluorescence artefact?]	28	32	-99	65*	-10[fluorescence artefact?]	-1	.	-24
COc1cccc2cc(C(C)N(CCCN3CCOCC3)C(=S)Nc3ccc(C)c(C)c3)oc12 (stereo unspecified)	3	3	-8	3	8	-11	3	0.048	-25
COc1ccc(OC)c(-c2cc(C(=O)Nc3c(C)nn(Cc4ccccc4)c3C)no2)c1	-7[fluorescence artefact?]	0	6	7	8	-1	-6	.	-21
CCOC(=O)/C(C(N)=NC)=C(\O)c1ccccc1	-2	-6	-13	-14	7	-6[fluorescence artefact?]	0	-0.084	-18[20 µM]
O=C(O)c1ccc(-n2cc(-c3cc4ccccc4oc3=O)[nH]c2=S)cc1	-6	-22	-7	-4	-8	5	-2	-0.99	-15
Cc1oc(C(C)(C)C)cc1C(=O)Nc1cccc(/C=C\C(=O)O)c1	9[fluorescence artefact?]	-3	-12	5	5	-8	-14	-0.63	-25
Cc1cc(C)n(CC(=O)NC2C(=O)N3C(C(=O)O)=C(CSc4nnc(C)s4)CSC23)n1 (stereo unspecified)	1	-8	.	.	5	-1	-2	0.077	3
Cc1ccc2cc(/C=N/NC(=O)CN3CCOCC3)c(Cl)nc2c1	0	-9	-7	4	0	0	6	.	-5[20 µM]
COC(=O)C1=C(C)N(c2ccccc2)/C(=C/c2cccs2)C1=O	3[fluorescence artefact?]	2	-17	1	-7	8[fluorescence artefact?]	0	.	-19
CCOC(=O)C(=O)NNc1ccccc1C	4	-4	-16	-3	-4	-1	-2	0.77	-7
COc1ccc(CSc2nc(C)[nH]c2[N+](=O)[O-])cc1[N+](=O)[O-]	-6	-8	-3	20	-6	1	-1	-1.4	-15
CC(C)CCN1C(=O)c2ccccc2C1C(=O)NCc1cccnc1 (stereo unspecified)	0	-6	-3	0	4	-1	0	0.83	-29[20 µM]
CC(c1ccccc1)N1CC(C(=O)N2CCN(c3ccccc3)CC2)CC1=O (stereo unspecified)	1	-9	-18	-3	-12	9	-13	.	-35
COc1ccccc1NC(=O)c1ccc(-c2ccccc2[N+](=O)[O-])o1	0	0	-3	13	-4	-16	-18	0.026	-27
COC1=C(N)C(=O)c2nc(-c3nc(C(=O)O)c(C)c(-c4ccc(OC)c(OC)c4O)c3N)ccc2C1=O	-6	4	-13	-1	0	-12	-9	0.56	-2
CCCOC(=O)c1cc(=O)[nH]c2ccccc12	-1	4	4	3	-4	-5	-6	-0.85	-7
COc1cc(NC(=O)c2nccn2C)cc(C(=O)Nc2cccc(C(F)(F)F)c2)c1	0	-4	0	3	-19	6	-3	-0.001	-17
Cc1ccn(C(=O)c2cc3c(C)nn(-c4ccccc4)c3s2)n1	-1	-4	-87	.	-5	-4	-17	-0.19	-11[20 µM]
O=[N+]([O-])c1cc(Cl)cc(C2=NCCN2)c1	-10	-1	-21	2	-19	12	-13	0.49	-2[20 µM]

Individual results from the entries so far.
Value for `COc1ccccc1NC(=O)c1ccc(-c2ccccc2[N+](=O)[O-])o1` under 14-3-3 Bad PPI: -16
Value for `O=c1c2c3c(sc2n2cnnc2n1CCc1ccccc1)CCCC3` under thrombin 1536: -4
Value for `O=C(C[n+]1ccc(Cc2ccccc2)cc1)Nc1ccccc1` under Furin inhibitor: -11
Value for `Cc1oc(C(C)(C)C)cc1C(=O)Nc1cccc(/C=C\C(=O)O)c1` under KLK5 inh: -12
Value for `COc1ccccc1CNS(=O)(=O)N(C)C` under Cl transport mod: 0.86
Value for `CN(C)C(=O)c1cccn1-c1ncc(C(F)(F)F)cc1Cl` under eIF4E 4G PPI: 2

(continued)
SMILES	eIF4E 4G PPI	thrombin 1536	KLK5 inh	Rad51 HR inh	EBV gp42 inh	14-3-3 Bad PPI	p47phox inh	Cl transport mod	Furin inhibitor
O=C(N/N=C/C=C\c1ccccc1[N+](=O)[O-])c1cccs1	-6	-4	-10	0	12	-3[fluorescence artefact?]	-3	-2.4	-1
CCSC1=N/C(=C\c2cccnc2)C(=O)N1c1ccccc1	5	-11	-21	-2	-3	-5	-10	-0.88	-7
CC(=O)N(Cc1c(C#N)c2ccccc2n1C)c1ccccc1	-2[fluorescence artefact?]	0	-12	-4	-12	8	2	-0.48	-20[20 µM]
CN(Cc1ccc(F)cc1)C(=O)c1cc(COc2ccc(F)cc2F)on1	-2	-1	.	-5	4	-3	-3	.	-18
COc1cnn(-c2cc(Oc3ccc(C)cc3)ncn2)c(=O)c1Cl	4	-19	3	-4	0	2	-6	-0.089	-15[20 µM]
CC1(c2ccc(C#N)cc2)NC(=O)N(CC(=O)Nc2cc(S(=O)(=O)N3CCOCC3)ccc2Cl)C1=O (stereo unspecified)	2	1	1	-4	-13	6	-9	0.63	0

Screening results (PubChem)
